Screens (PubChem BioAssay)
PAFAH1B3 FP inh: PAFAH1B3 (human) inhibition; Q15102; recombinant PAFAH1B3, FP-rhodamine probe, fluorescence polarization; inhibition, % at 3.39 µM; 340,000 compounds, 0.28% hits; AID 492972;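 active = inhibition above the screen-wide average of all tested compounds plus 3 SD, cut at about 25% in these data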;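 note: 0% = enzyme with DMSO only and 100% = wells lacking PAFAH1B3 protein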
Target sequence (Q15102 whole entry, looked up): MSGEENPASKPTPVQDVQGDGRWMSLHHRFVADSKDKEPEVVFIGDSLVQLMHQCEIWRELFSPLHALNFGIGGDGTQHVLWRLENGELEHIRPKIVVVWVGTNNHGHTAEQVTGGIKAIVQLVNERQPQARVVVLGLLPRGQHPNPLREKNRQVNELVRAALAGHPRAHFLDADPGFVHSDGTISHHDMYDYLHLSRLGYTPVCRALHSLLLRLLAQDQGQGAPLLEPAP
PAD4 inh: PAD4 (human) enzyme inhibition; Q9UM07; recombinant PAD4, RCA probe fluorescence polarization; inhibition, % at 6.36 µM; 330,000 compounds, 0.41% hits; AID 485272;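 active = percent inhibition above a cutoff equal to the mean of all tested compounds plus 3 SD, cut at about 15% in these data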;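 note: 0% = PAD4 with RCA probe and DMSO and 100% = probe without PAD4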
pPAFAH FP inh: pPAFAH (human) enzyme inhibition | inhibition, % at 3.39 µM | AID 463082 | 330,000 compounds, 1.5% hits | recombinant pPAFAH, FP-rhodamine probe fluorescence polarization | Q13093;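 active = inhibition above the mean inhibition across the screen plus 3 SD, cut at about 25% in these data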;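 note: inhibitors block binding of the rhodamine activity-based probe so polarization drops; 0% = enzyme with DMSO and 100% = wells lacking pPAFAH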
Target sequence (Q13093 whole entry, looked up): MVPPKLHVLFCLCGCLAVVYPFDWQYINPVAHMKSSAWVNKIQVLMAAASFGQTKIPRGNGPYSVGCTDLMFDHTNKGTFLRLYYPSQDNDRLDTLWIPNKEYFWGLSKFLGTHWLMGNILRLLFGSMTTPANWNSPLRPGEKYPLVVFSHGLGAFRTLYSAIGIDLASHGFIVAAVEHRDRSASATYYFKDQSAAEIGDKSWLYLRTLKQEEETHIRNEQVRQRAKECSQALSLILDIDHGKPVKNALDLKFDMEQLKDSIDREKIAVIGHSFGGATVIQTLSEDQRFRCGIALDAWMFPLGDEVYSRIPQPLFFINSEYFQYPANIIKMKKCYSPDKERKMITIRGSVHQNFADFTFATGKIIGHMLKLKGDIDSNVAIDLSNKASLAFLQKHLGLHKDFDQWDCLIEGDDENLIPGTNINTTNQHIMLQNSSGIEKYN
PME-1 primary: blocks human protein phosphatase methylesterase 1; Q9Y570; recombinant PME-1, FP-Rh probe fluorescence polarization; inhibition, % at 5.9 µM; 320,000 compounds, 0.53% hits; AID 2130;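 active = inhibition above the campaign mean of all compounds plus 3 SD, cut at about 26% in these data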;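 note: competitive labeling of PME-1 active site by serine hydrolase directed probe; 0% = PME-1 with DMSO and 100% = wells lacking PME-1 enzyme; inhibitors block probe labeling so polarization falls and inhibition rises; many of its hits are not listed in these tables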
Target sequence (Q9Y570 whole entry, looked up): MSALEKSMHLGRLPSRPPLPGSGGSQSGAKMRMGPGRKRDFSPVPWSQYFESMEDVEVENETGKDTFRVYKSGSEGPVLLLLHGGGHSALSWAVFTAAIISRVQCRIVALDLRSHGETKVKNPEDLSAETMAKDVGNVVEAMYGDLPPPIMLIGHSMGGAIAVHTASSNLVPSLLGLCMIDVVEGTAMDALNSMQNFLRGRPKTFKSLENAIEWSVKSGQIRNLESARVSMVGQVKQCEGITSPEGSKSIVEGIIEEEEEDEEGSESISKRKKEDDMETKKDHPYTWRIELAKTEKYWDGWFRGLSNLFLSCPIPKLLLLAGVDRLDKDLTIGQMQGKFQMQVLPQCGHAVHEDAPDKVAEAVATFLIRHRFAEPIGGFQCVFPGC
PAFAH2 FP inh: PAFAH2 (human) inhibition | Q99487 | inhibition, % at 3.39 µM | AID 492956 | 340,000 compounds, 0.99% hits | recombinant PAFAH2, FP-rhodamine activity probe, fluorescence polarization;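 active = inhibition above the mean over all tested compounds plus 3 SD, cut at about 30% in these data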;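 note: inhibitors block probe labeling of enzyme so polarization drops; 0% = enzyme with DMSO and 100% = wells lacking PAFAH2 protein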
GSTO1 inh: GSTO1 inhibition, counter-screen for RBBP9 inhibitors; P78417; recombinant GSTO1, activity-based probe fluorescence polarization; 300,000 compounds, 1.1% hits; inhibition, % at 5.96 µM;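 active = inhibition above the campaign mean inhibition plus 3 SD, cut at about 35% in these data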;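 note: 0% = GSTO1-1 with DMSO and 100% = wells lacking GSTO1-1 enzyme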
LYPLA2 inh: blocks human lysophospholipase 2, a PME1 counter-screen; recombinant LYPLA2, FP-Rh probe fluorescence polarization; inhibition, % at 5.9 µM; 320,000 compounds, 0.38% hits; AID 2177; O95372;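 active = inhibition above the screen-wide mean plus 3 SD, limit set per campaign, cut at about 26% in these data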;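 note: 0% = LYPLA2 with DMSO and 100% = wells lacking LYPLA2 enzyme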
LYPLA1 counter: blocks human lysophospholipase 1, a PME1 counter-screen; recombinant LYPLA1, FP-Rh probe fluorescence polarization; 320,000 compounds, 0.16% hits; inhibition, % at 5.9 µM; O75608; AID 2174;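 active = inhibition above the mean of all tested compounds plus 3 SD, set per campaign, cut at about 14% in these data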;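 note: inhibitors block serine hydrolase probe labeling of LYPLA1 so polarization falls; 0% = enzyme with DMSO and 100% = wells lacking LYPLA1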
PAFAH1B2 FP inh: PAFAH1B2 (human) inhibition | inhibition, % at 3.39 µM | 340,000 compounds, 1.2% hits | recombinant PAFAH1B2, FP-rhodamine activity probe, fluorescence polarization | P68402;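 active = inhibition above the mean of all tested compounds plus 3 SD, cut at about 24% in these data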;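 note: 0% = enzyme with DMSO and 100% = wells lacking PAFAH1B2; many of its hits are not listed in these tables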
Active calls of the source: *; nt = no result given. A portion of the library; the hit share may differ from the screen's.

SMILES | PAFAH1B3 FP inh | PAD4 inh | pPAFAH FP inh | PME-1 primary | PAFAH2 FP inh | GSTO1 inh | LYPLA2 inh | LYPLA1 counter | PAFAH1B2 FP inh
C[C@H]1CN=C(N(C)C)N1CCCC1CCCCC1 | 13 | -3 | 9 | 0 | -5 | -1 | -1 | 2 | 1
CCO[C@H]1OC(C(=O)N2CCN(Cc3ccc4c(c3)OCO4)CC2)=C[C@@H](c2csc3ccccc23)[C@@H]1CCCO | 5 | -3 | 8 | 1 | 1 | 4 | 5 | 0 | 2
COc1ccc(/C=C2/C(=N)N3N=C(CC(=O)N4CCCC4)SC3=NC2=O)cc1OC | -1 | 4 | 9 | -1 | 0 | -1 | 1 | 1 | 4
CCOC1(C(F)(F)F)NC(=O)N(Cc2ccc(OC)cc2)C1=O (stereo not given) | 4 | -1 | 4 | -7 | -1 | 2 | 2 | 0 | 4
CC(=O)Nc1ccc(N=Cc2c(O)ccc3ccccc23)cc1 | 8 | -6 | 5 | -4 | -2 | 13 | 1 | -1 | -6
Cc1ccc(S(=O)(=O)NCCSCc2ccco2)cc1 | 1 | -2 | 7 | 1 | 0 | 6 | 8 | 3 | 6
COc1ccc(NC(=O)C(CCSC)NC(N)=O)cc1NS(=O)(=O)c1ccc(F)cc1 (stereo not given) | 7 | -3 | 4 | 2 | -4 | 7 | 1 | -1 | 11
Cc1cc(OCC(=O)NCCc2cccc(F)c2)c2c(C)cc(=O)oc2c1 | 2 | -4 | 0 | 4 | 2 | 1 | 6 | 2 | 4
CCCOc1ccc(/C(O)=C2\C(=O)C(=O)N(c3ccccn3)C2c2ccccc2F)cc1C (stereo not given) | 14 | -9 | 7 | -6 | 1 | 2 | -1 | 3 | -1
O=C(N/N=C/c1ccc(Br)cc1)c1ccc(Br)o1 | -2 | 0 | -2 | -25 | -3 | -2 | 6 | -6 | 1
O=C(NC12CC3CC(CC(C3)C1)C2)N1CCN(c2ncccn2)CC1 | 9 | 3 | 6 | 0 | 13 | -4 | 7 | 1 | 6
Cc1cccc(C)c1NC(=O)C1(N2C(=O)CC2c2ccccc2)CCCCC1 (stereo not given) | -2 | -2 | 0 | 3 | 3 | -1 | -3 | -2 | 2
COc1ccc(C(=O)O)cc1S(=O)(=O)Nc1ccc2cn[nH]c2c1 | 3 | 4 | 2 | nt | -5 | nt | nt | nt | 2
CC(=O)c1c(C)[nH]c(C(=O)CSc2nnc(-c3ccco3)n2Cc2ccccc2)c1C | -1 | -2 | 0 | 0 | -6 | 5 | 6 | -3 | 1
COc1cccc(-c2noc(C(C)n3nc(C)c([N+](=O)[O-])c3C)n2)c1 (stereo not given) | 5 | 6 | -7 | -7 | 3 | 4 | -1 | -1 | -3
CCCc1nnc(NC(=O)Nc2ccc(OC)cc2)s1 | 5 | -2 | 3 | 10 | -5 | -1 | 2 | 0 | -2
CCN1CCN(c2cc(C(C)C)nc3c(-c4ccccc4)c(C)nn23)CC1 | nt | 0 | 5 | 4 | nt | 6 | 1 | 2 | nt
Cc1[nH]nc2c1C(c1ccco1)C(C#N)=C(N)O2 (stereo not given) | -6 | -4 | 0 | -2 | 0 | 11 | -2 | -1 | -8
CC(=O)c1ccc(N2C(=O)[C@@H]3C(CCC(N)=O)NC4(C(=O)Nc5c4ccc(Cl)c5C)[C@@H]3C2=O)cc1 (stereo not given in full) | 2 | 5 | 3 | 1 | 8 | -4 | 3 | -1 | 3
Cc1ccccc1OCC(=O)Nc1cccc(N(C)S(C)(=O)=O)c1 | 1 | 1 | 0 | -2 | 2 | 6 | 1 | -3 | -4
CC(C)C[C@H](NC(=O)c1[nH]cnc1C(=O)Nc1ccc(Cl)cc1)C(=O)OC(C)(C)C | 10 | 2 | -5 | -6 | -7 | 0 | -15 | -8 | -5
CN(C(=O)COC(=O)CCCc1c[nH]c2ccccc12)c1c(N)n(Cc2ccccc2)c(=O)[nH]c1=O | 3 | -2 | 3 | 4 | 2 | nt | 0 | 1 | 1
CCOC(=O)C1=CN(Cc2cccc(-c3cccnc3)c2)S(=O)(=O)N(C)C1C (stereo not given) | -1 | 4 | -3 | nt | 2 | nt | nt | nt | -3
Cc1cc(=O)oc2cc(OCc3cc4c(cc3Cl)OCO4)ccc12 | 0 | -4 | 0 | 3 | 5 | 0 | -1 | 0 | 0
COc1ccc(CN2CCNC(=O)C2CC(=O)NCCSc2nccn2C)cc1OC (stereo not given) | 7 | -1 | -2 | 4 | 4 | -3 | -1 | 0 | 2

The list goes on; it opens with the 2 that closed the last part.
SMILES | PAFAH1B3 FP inh | PAD4 inh | pPAFAH FP inh | PME-1 primary | PAFAH2 FP inh | GSTO1 inh | LYPLA2 inh | LYPLA1 counter | PAFAH1B2 FP inh
Cc1cc(=O)oc2cc(OCc3cc4c(cc3Cl)OCO4)ccc12 | 0 | -4 | 0 | 3 | 5 | 0 | -1 | 0 | 0
COc1ccc(CN2CCNC(=O)C2CC(=O)NCCSc2nccn2C)cc1OC (stereo not given) | 7 | -1 | -2 | 4 | 4 | -3 | -1 | 0 | 2
CCCCOc1ccc(C(=O)Nn2c(-c3cccs3)nc3ccccc3c2=O)cc1 | 5 | -4 | -12 | 1 | -2 | 2 | -8 | 1 | 2
CN(C)c1ccc(N2C(=O)CC(Nc3ccc(N4CCOCC4)cc3)C2=O)cc1 (stereo not given) | -8 | -5 | 7 | -5 | 6 | 3 | 9 | 0 | -1
CCOc1ccc(OCCC(=O)OCC(=O)NCCc2ccc(S(N)(=O)=O)cc2)cc1 | 12 | -3 | 0 | 5 | 5 | nt | -9 | -4 | 3
CCC(C)(C)NC(=O)C(c1ccc(OC)cc1)N(C(=O)CCC(=O)Nc1cc(C)on1)c1cccc(OC)c1 (stereo not given) | 11 | 2 | 0 | -5 | -10 | 3 | 0 | -1 | 6
OCC1(CCOc2ccccc2)CCN(Cc2cccn2-c2ncccn2)CC1 | 0 | -8 | -8 | 2 | 2 | 3 | -5 | -3 | 2
O=C(Nc1ccccc1)Nc1cccc(C(F)(F)F)c1 | 6 | -3 | 2 | -8 | -8 | -22 | -10 | -11 | 5
COc1ccc(C(=O)N2CCN(C(=O)c3ccco3)CC2)cc1OC | 8 | -1 | 3 | 1 | -1 | -1 | 1 | 2 | -1
Cc1ccc(OCc2nnc(N)s2)cc1C | nt | -3 | 3 | 1 | nt | -5 | -3 | 1 | nt
COc1ccccc1N(C(=O)CNC(=O)c1ccco1)C(C(=O)NC1CCCCC1)c1ccncc1 (stereo not given) | 5 | 9 | -1 | 0 | 7 | -1 | 6 | -1 | 1
C/C(=N\N(Cc1ccccc1)c1ccccc1)c1ccncc1 | 6 | 2 | 0 | 6 | 1 | 6 | 8 | 0 | 1
COc1ccc(OC)c(NC(=O)CN2CCc3ccccc3C2)c1 | -1 | 1 | 3 | 4 | 5 | 0 | -2 | -3 | 0
CCOc1ccc(-c2cccc(NC(=O)COc3ccc(Cl)cc3)c2)nn1 | 3 | 1 | 0 | -17 | 6 | -6 | -8 | -6 | 3
CC(=O)Nc1ncc(N=Nc2cccc(C(F)(F)F)c2)s1 | -5 | -4 | 6 | 6 | 12 | 7 | 2 | 2 | 6
COc1cc(OC)c(N2CC34C=CC(O3)C(C(=O)O)C4C2=O)cc1Cl (stereo not given) | 10 | -3 | 1 | 0 | -1 | 7 | 4 | 0 | 3
CCc1nnc(NC(=O)/C=C/c2ccco2)s1 | 2 | -1 | 2 | -3 | 2 | 5 | 2 | -6 | 6
CC1CCCC(C)N1C(=O)c1cc(F)c(F)cc1Cl (stereo not given) | 6 | -1 | 5 | 1 | 3 | 0 | 2 | 0 | 3
Cc1cc(C)c(OCC(=O)NCC(c2ccco2)N2CCCCC2)c(C)c1 (stereo not given) | 7 | -12 | -2 | -1 | 5 | nt | -6 | -2 | 7
O=C(Nc1ccn(Cc2ccccc2F)n1)c1ccc(COc2cccc(Br)c2)cc1 | -14 | 4 | 14 | -26 | -17 | -4 | -23 | -15 | -1
CN(C)S(=O)(=O)c1cc(NC(=O)COC(=O)CCc2ccccc2)ccc1Cl | -3 | -2 | 8 | -6 | -2 | 3 | 3 | -3 | 8
COc1ccc(OC)c(/C=C/C(=O)OCC(=O)Nc2ccc(Cl)c(S(=O)(=O)N(C)C)c2)c1 | -1 | 0 | -2 | 3 | 45* | -18 | -19 | -12 | 3
COC(=O)[C@]1(C)N[C@H](CN(C)C(=O)Nc2ccc(C)cc2)[C@@H]2C(=O)N(Cc3ccccc3)C(=O)[C@@H]21 | 6 | -7 | 2 | nt | 13 | nt | nt | nt | 4
COc1cc(C(=O)Nc2ccc(C(C)=O)cc2)c(Br)c(OC)c1OC | 6 | -2 | 5 | -8 | -6 | -4 | 9 | 5 | 6
Cc1ccc(S(=O)(=O)N2CN(CC3CCCO3)c3nc4ccccc4nc32)cc1 (stereo not given) | 8 | 5 | 6 | 4 | 5 | 8 | 8 | 2 | 8
O=C(Cc1cccs1)N(c1ccc(Br)cc1)C1C=CS(=O)(=O)C1 (stereo not given) | 6 | 3 | 0 | 8 | 4 | 16 | 3 | 3 | 4
CCOCCCNCC(=O)NC1(C)C2CCC(C2)C1(C)C (stereo not given) | -9 | 8 | -2 | -1 | -6 | 0 | 6 | 1 | 3
Cc1nc2sc(C(c3ccco3)N3CCN(c4ccccc4F)CC3)c(O)n2n1 (stereo not given) | -10 | 2 | 1 | 2 | 7 | -3 | -2 | -1 | -4
CCOc1cc(S(=O)(=O)NC2CC(C)(C)NC(C)(C)C2)ccc1F | -2 | 3 | -1 | -2 | -8 | 3 | 3 | 0 | -2
Cn1ccnc1SCC(=O)c1cc2ccccc2o1 | 3 | -13 | 7 | -8 | 0 | -3 | -9 | -7 | 5
Cc1nn2c(NCCCn3ccnc3)cc(C(C)C)nc2c1-c1ccccc1 | 12 | -4 | 8 | 3 | 3 | 6 | 4 | 4 | 0

Molecules above containing a Cl atom:
SMILES | PAFAH1B3 FP inh | PAD4 inh | pPAFAH FP inh | PME-1 primary | PAFAH2 FP inh | GSTO1 inh | LYPLA2 inh | LYPLA1 counter | PAFAH1B2 FP inh
CC(=O)c1ccc(N2C(=O)[C@@H]3C(CCC(N)=O)NC4(C(=O)Nc5c4ccc(Cl)c5C)[C@@H]3C2=O)cc1 (stereo not given in full) | 2 | 5 | 3 | 1 | 8 | -4 | 3 | -1 | 3
CC(C)C[C@H](NC(=O)c1[nH]cnc1C(=O)Nc1ccc(Cl)cc1)C(=O)OC(C)(C)C | 10 | 2 | -5 | -6 | -7 | 0 | -15 | -8 | -5
Cc1cc(=O)oc2cc(OCc3cc4c(cc3Cl)OCO4)ccc12 | 0 | -4 | 0 | 3 | 5 | 0 | -1 | 0 | 0
CCOc1ccc(-c2cccc(NC(=O)COc3ccc(Cl)cc3)c2)nn1 | 3 | 1 | 0 | -17 | 6 | -6 | -8 | -6 | 3
COc1cc(OC)c(N2CC34C=CC(O3)C(C(=O)O)C4C2=O)cc1Cl (stereo not given) | 10 | -3 | 1 | 0 | -1 | 7 | 4 | 0 | 3
CC1CCCC(C)N1C(=O)c1cc(F)c(F)cc1Cl (stereo not given) | 6 | -1 | 5 | 1 | 3 | 0 | 2 | 0 | 3
CN(C)S(=O)(=O)c1cc(NC(=O)COC(=O)CCc2ccccc2)ccc1Cl | -3 | -2 | 8 | -6 | -2 | 3 | 3 | -3 | 8
COc1ccc(OC)c(/C=C/C(=O)OCC(=O)Nc2ccc(Cl)c(S(=O)(=O)N(C)C)c2)c1 | -1 | 0 | -2 | 3 | 45* | -18 | -19 | -12 | 3
